# HGIII-sPLA2 inh: Inhibits HGIII-sPLA2 liposome hydrolysis, primary screen; Q9NZ20; QFRET BODIPY PC-A2 liposome hydrolysis, fluorescence; inhibition, % at 12.2 µM; hit rate 0.56% among 370,000;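 active = inhibition above mean plus 3 SD of compounds lying within the high and low control bounds, cut at about 19% in these data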;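 also: 0% = median of test compound wells and 100% = no enzyme DMSO wells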
# hgDAF12 agonist: activates the H. glycines DAF-12 receptor ligand-binding domain | HEK293 GAL4-hgDAF12 UAS-luciferase reporter, agonist luminescence; normalized to butyrate control | activation, % at 6.8 µM | hit rate 1.8% among 370,000 | AID 687014;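 active = activation above a cutoff set at the mean of all screened compounds plus 3 SD, cut at about 10% in these data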;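 also: 0% = DMSO wells and 100% = sodium butyrate wells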
# PLC-gamma1 inh: blocks human PLC-gamma1 enzyme activity | purified PLC-gamma1, fluorogenic substrate, fluorescence | inhibition, % at 12.2 µM | hit rate 0.84% among 370,000; in the data active = inhibition above about 9.5%
# hcDAF12 agonist: activators of H. contortus DAF-12 nuclear receptor; activation, % at 6.8 µM; hit rate 1.4% among 370,000; HEK293 hcDAF-12 lit1-tk-luc reporter, luminescence; 0% DMSO, 100% Δ7-dafachronic acid;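 active = activation above the mean of all tested compounds plus 3 SD, cut at about 5.5% in these data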;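 also: 100% = response to 3 µM Δ7-dafachronic acid high control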
# ADAM10 inh: ADAM10 inhibition, QFRET primary screen; recombinant ADAM10, EDANS/DABCYL FRET peptide cleavage, 3 h; O14672; hit rate 0.62% among 370,000; AID 720582; inhibition, % at 7 µM;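 active = inhibition above a per-campaign cutoff equal to the mean of compounds falling between control-based bounds plus 3 SD, cut at about 20% in these data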;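 also: 0% = DMSO wells while the 100% control is not disclosed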
# Target sequence (O14672 214-748 limits assumed): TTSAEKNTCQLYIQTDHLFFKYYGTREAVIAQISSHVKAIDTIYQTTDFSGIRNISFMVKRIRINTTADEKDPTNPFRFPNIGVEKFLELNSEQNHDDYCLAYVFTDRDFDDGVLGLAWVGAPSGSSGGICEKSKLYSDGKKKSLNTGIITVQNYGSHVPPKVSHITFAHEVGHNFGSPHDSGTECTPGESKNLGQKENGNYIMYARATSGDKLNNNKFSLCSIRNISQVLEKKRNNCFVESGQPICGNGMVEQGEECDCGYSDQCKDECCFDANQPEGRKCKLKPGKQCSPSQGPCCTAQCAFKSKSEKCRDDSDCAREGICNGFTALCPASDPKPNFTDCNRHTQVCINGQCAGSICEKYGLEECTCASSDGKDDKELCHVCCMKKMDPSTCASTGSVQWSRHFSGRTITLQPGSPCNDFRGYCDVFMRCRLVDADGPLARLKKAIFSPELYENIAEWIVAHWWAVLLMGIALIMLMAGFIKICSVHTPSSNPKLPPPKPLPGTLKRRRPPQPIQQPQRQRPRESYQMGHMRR
# PLC-beta3 inh: PLC-beta3 (human) inhibition, primary screen | Q01970 | Purified PLC-beta3, fluorogenic substrate, fluorescence | inhibition, % at 12.2 µM | hit rate 0.18% among 370,000; in the data active = inhibition above about 11%;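 also: 0% = median of compound wells on plate and 100% = full blocker control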
# ADAM17 inh: inhibitors of human ADAM17 | P78536 | recombinant ADAM17, EDANS/DABCYL FRET peptide cleavage | inhibition, % at 6.95 µM | hit rate 0.83% among 370,000;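 active = inhibition above the mean of compounds lying between control limits plus 3 SD, set per campaign, cut at about 8.5% in these data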;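 also: 0% = DMSO-only wells as the low control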
# Target sequence (P78536 215-824 limits assumed): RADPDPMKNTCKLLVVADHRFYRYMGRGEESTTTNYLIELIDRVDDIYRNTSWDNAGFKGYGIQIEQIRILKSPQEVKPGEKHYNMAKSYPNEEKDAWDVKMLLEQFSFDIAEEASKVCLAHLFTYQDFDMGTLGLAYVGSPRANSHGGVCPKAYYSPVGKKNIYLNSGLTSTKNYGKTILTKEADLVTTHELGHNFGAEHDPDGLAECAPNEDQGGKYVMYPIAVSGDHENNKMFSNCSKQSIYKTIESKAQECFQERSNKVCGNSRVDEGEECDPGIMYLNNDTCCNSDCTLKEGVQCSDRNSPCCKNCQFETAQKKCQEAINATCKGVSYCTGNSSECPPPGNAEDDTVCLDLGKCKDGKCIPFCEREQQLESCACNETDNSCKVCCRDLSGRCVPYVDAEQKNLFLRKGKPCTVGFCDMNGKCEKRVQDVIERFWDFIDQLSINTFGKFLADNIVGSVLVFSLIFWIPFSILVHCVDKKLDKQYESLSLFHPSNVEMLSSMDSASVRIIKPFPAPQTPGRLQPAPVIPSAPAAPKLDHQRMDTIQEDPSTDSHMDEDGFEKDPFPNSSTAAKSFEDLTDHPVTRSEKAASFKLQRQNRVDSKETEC
# ssDAF12 agonist: activators of S. stercoralis DAF-12 nuclear receptor. HEK293 ssDAF-12/GRIP1 lit1-tk-luc reporter, luminescence; % of 3 µM dafachronic acid response. hit rate 1% among 370,000. AID 652126. activation, % at 6.8 µM;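 active = activation above the mean over all tested compounds plus 3 SD, cut at about 0.9% in these data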;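 also: 0% = DMSO-only wells and 100% = 3 µM delta7-dafachronic acid wells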
# FXN GAA850 act: activators of GAA850 frataxin (FXN) promoter. HEK293 lucGAA850 FXN promoter luciferase reporter, 24 h; percent of 10 µM SAHA response. activation, % at 6 µM. hit rate 0.56% among 360,000. AID 540364;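 active = activation above the average of all compounds screened plus 3 SD, cutoff fixed separately per campaign, cut at about 7.5% in these data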;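 also: 0% = DMSO wells and 100% = 10 µM SAHA wells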
# DAX1 inh-1: inhibits human nuclear receptor DAX1. P51843. HEK293 Gal4-DAX1 luciferase reporter, luminescence. inhibition, % at 6.75 µM. hit rate 0.99% among 340,000. AID 504766;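 active = inhibition above the mean over all tested compounds plus 3 SD, cut at about 4.2% in these data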;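 also: 0% = DAX1-transfected cells with DMSO and 100% = empty-vector control cells with DMSO; inhibition shows as a rise in luminescence from relieved DAX1 repression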
# DAX1 inh-2: inhibitors of DAX1 repression of SF-1 activated StAR promoter. HEK293T StAR-luciferase reporter, SF-1/DAX-1 repression relief. hit rate 1.1% among 370,000. inhibition, % at 6.8 µM. AID 652010;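 active = inhibition above the mean over all tested compounds plus 3 SD, cut at about 3.6% in these data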;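 also: 0% = DAX-1 cells with DMSO and 100% = cells lacking DAX-1 with DMSO; higher inhibition means more luminescence from relief of DAX-1 repression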
# Starred values were filed as active, the others as inactive; . = no result given. An unsorted share of the library; about 6.9% have a hit in one of these screens.
1. CCOC(=O)c1cc2c(N)c(C(=O)c3cc(C#N)c(SC)nc3C)sc2nc1C
2. CC(=O)Nc1cccc(C(=O)N/N=C/c2ccccc2F)c1
3. COc1ccc(C2C(C(=O)N3CCN(c4ccccc4F)CC3)c3ccccc3C(=O)N2C)cc1 (configuration not stated)
4. CCn1c(C)cc2c(c1=O)C(c1ccccc1Br)C(C#N)=C(N)O2 (configuration not stated)
5. CCN(Cc1ccncc1)C(=S)Nc1ccc(Cl)cc1
6. COc1ncnc(NS(=O)(=O)c2ccc(N)cc2)c1OC
screen / no.	1	2	3	4	5	6
HGIII-sPLA2 inh	3	2	-1	3	8	-2
hgDAF12 agonist	-0.3	14*	-2.6	-2.5	-3.2	-1.0
PLC-gamma1 inh	-19	-11	2	-32	1	0
hcDAF12 agonist	-0.1	5.3	-2.4	0.9	0.4	-1.0
ADAM10 inh	-2	16	-1	-47	-5	0
PLC-beta3 inh	-28	1	3	-42	-10	-1
ADAM17 inh	-7	-1	-5	-14	-5	-3
ssDAF12 agonist	-1.4	0.9	-1.7	-1.0	-1.1	-1.0
FXN GAA850 act	0.8	6.2	-0.2	0.1	-0.1	-1.9
DAX1 inh-1	-0.3	2.6	-1.1	-0.3	0.3	-0.7
DAX1 inh-2	-0.1	3.7*	-1.5	-0.4	-0.5	0.6

7. COc1ccc([N+](=O)[O-])cc1NC(=O)C(C)NNC(=O)c1cccc([N+](=O)[O-])c1 (configuration not stated)
8. Nc1nc(N)c(N=Nc2ccc(SCC(=O)O)cc2)c(=O)[nH]1
9. COc1ccc(C(=O)N2CCN(C)C(=O)[C@@H]2C)cc1OC1CCN(C(C)C)CC1
10. COCCCN1C(=O)[C@H](CC(=O)N2CCCC2)[C@]2(C(=O)OC)CCCCC=C12
11. CC(C)n1c(SCCCc2ccccc2)nc2c1c(=O)[nH]c(=O)n2C
12. Cc1ccc(NC(=O)Cn2c(/C=C/c3ccccc3)nc3ccccc32)cc1C
screen / no.	7	8	9	10	11	12
HGIII-sPLA2 inh	-15	1	-1	3	10	-4
hgDAF12 agonist	-3.8	0.0	1.7	0.3	-2.9	1.5
PLC-gamma1 inh	6	-4	-3	0	0	-143
hcDAF12 agonist	-1.6	2.7	-3.7	1.2	0.2	-0.8
ADAM10 inh	9	-6	1	-2	-2	-157
PLC-beta3 inh	-2	-3	-4	1	-2	-194
ADAM17 inh	0	-6	-1	0	-2	-36
ssDAF12 agonist	-1.8	-1.2	-1.5	-1.0	-0.5	-1.6
FXN GAA850 act	-0.5	1.8	-2.6	.	0.1	0.8
DAX1 inh-1	-0.1	0.1	0.9	.	2.6	-3.5
DAX1 inh-2	-2.2	-0.6	-0.6	-0.2	-0.1	-1.2

13. COc1ccc(-c2nnc(SCc3nnc(-c4ccc(Cl)cc4)o3)n2-c2ccccc2)cc1
14. COc1ccc(CCNc2ncnc3sc(C)cc23)cc1OC
15. Cc1ccc(CSCC(=O)N(C)CC(=O)Nc2ccc(C)cc2)cc1
16. O=C1[C@H]2[C@@H](c3ccc(Cl)cc3)N3C(=O)N(c4cccc(Cl)c4)C(=O)[C@@]3(Cc3ccc(Cl)cc3)[C@H]2C(=O)N1C1CCCCC1
17. COc1ccccc1N(CCC#N)C(=O)CSc1ccc2c(c1)OCCO2
18. Cc1ccc(S(=O)(=O)c2nc(-c3ccccc3F)oc2N2CC(C)OC(C)C2)cc1 (configuration not stated)
screen / no.	13	14	15	16	17	18
HGIII-sPLA2 inh	-18	-2	-15	5	-9	-4
hgDAF12 agonist	-1.7	-11	3.6	1.7	-4.1	-2.2
PLC-gamma1 inh	2	-1	-2	0	3	1
hcDAF12 agonist	-1.2	-5.8	-3.2	-0.1	0.6	-1.2
ADAM10 inh	10	-2	-2	-1	4	3
PLC-beta3 inh	1	-9	-6	-1	6	-4
ADAM17 inh	2	0	-3	-5	-1	-2
ssDAF12 agonist	-1.5	-3.0	-1.6	-1.3	-1.7	-0.7
FXN GAA850 act	2.4	-3.4	0.8	9.6*	-1.3	1.0
DAX1 inh-1	-1.6	-5.5	-0.3	0.6	-0.2	-0.4
DAX1 inh-2	-1.4	-1.9	0.3	0.3	0.1	-0.7

# Not a retest: seven of the compounds above.
9. COc1ccc(C(=O)N2CCN(C)C(=O)[C@@H]2C)cc1OC1CCN(C(C)C)CC1
10. COCCCN1C(=O)[C@H](CC(=O)N2CCCC2)[C@]2(C(=O)OC)CCCCC=C12
11. CC(C)n1c(SCCCc2ccccc2)nc2c1c(=O)[nH]c(=O)n2C
12. Cc1ccc(NC(=O)Cn2c(/C=C/c3ccccc3)nc3ccccc32)cc1C
13. COc1ccc(-c2nnc(SCc3nnc(-c4ccc(Cl)cc4)o3)n2-c2ccccc2)cc1
14. COc1ccc(CCNc2ncnc3sc(C)cc23)cc1OC
15. Cc1ccc(CSCC(=O)N(C)CC(=O)Nc2ccc(C)cc2)cc1
screen / no.	9	10	11	12	13	14	15
HGIII-sPLA2 inh	-1	3	10	-4	-18	-2	-15
hgDAF12 agonist	1.7	0.3	-2.9	1.5	-1.7	-11	3.6
PLC-gamma1 inh	-3	0	0	-143	2	-1	-2
hcDAF12 agonist	-3.7	1.2	0.2	-0.8	-1.2	-5.8	-3.2
ADAM10 inh	1	-2	-2	-157	10	-2	-2
PLC-beta3 inh	-4	1	-2	-194	1	-9	-6
ADAM17 inh	-1	0	-2	-36	2	0	-3
ssDAF12 agonist	-1.5	-1.0	-0.5	-1.6	-1.5	-3.0	-1.6
FXN GAA850 act	-2.6	.	0.1	0.8	2.4	-3.4	0.8
DAX1 inh-1	0.9	.	2.6	-3.5	-1.6	-5.5	-0.3
DAX1 inh-2	-0.6	-0.2	-0.1	-1.2	-1.4	-1.9	0.3

# Additional results:
19. O=C(Nc1ccccc1)NN1CC(=O)N(c2ccc(Cl)cc2)CC1=O
20. CCn1c(COc2ccc(C)cc2)nc2ccccc21
21. CCCn1nc(NC(=O)C2CCCO2)c2cc3cccc(C)c3nc21 (configuration not stated)
22. COc1ccc(N2CC(C(=O)N[C@@H](CC(C)C)C(=O)NC3CCCCC3)CC2=O)cc1 (some centres not stated)
23. O=C(C(Cl)Cl)N1CC2CCC(CC2)C1
24. CN1CCN(C(=O)/C(=C/c2ccc(F)cc2)NC(=O)c2ccccc2)CC1
screen / no.	19	20	21	22	23	24
HGIII-sPLA2 inh	-1	-7	4	10	4	3
hgDAF12 agonist	-2.5	7.8	-0.7	0.8	-0.8	-1.2
PLC-gamma1 inh	0	-1	-291	7	1	-1
hcDAF12 agonist	-1.0	0.9	-0.2	0.3	-1.6	-0.5
ADAM10 inh	0	1	-134	-1	-5	2
PLC-beta3 inh	-9	-9	-419	-9	2	-7
ADAM17 inh	-3	-1	-59	-1	-1	-3
ssDAF12 agonist	-0.7	-1.2	-1.4	-0.8	-0.6	-1.2
FXN GAA850 act	1.2	5.2	1.6	-0.2	0.7	1.2
DAX1 inh-1	-1.3	0.7	.	0.2	-2.2	-1.6
DAX1 inh-2	0.7	0.7	-0.7	0.0	-2.2	-0.3

25. O=C(Nc1ccc(Cl)cc1N1CCOCC1)C1CCCO1 (configuration not stated)
26. O=C(NCC1CCCN1S(=O)(=O)c1cccs1)C(=O)Nc1ccccc1F (configuration not stated)
27. O=C(CN1CCN(c2ccccn2)CC1)NC1CCCCC1
28. CC(C)NC(=O)C1(C)CN(S(C)(=O)=O)CC(=O)N1Cc1cccc(F)c1 (configuration not stated)
29. O=C(Nc1nc(-c2ccc(S(=O)(=O)N3CCCCCC3)cc2)cs1)c1cccs1
30. O=C(CSc1ccccc1)N1CCN(C(=O)c2ccco2)CC1
screen / no.	25	26	27	28	29	30
HGIII-sPLA2 inh	3	8	10	6	-12	2
hgDAF12 agonist	-1.4	3.5	1.3	0.9	-5.3	-2.6
PLC-gamma1 inh	0	-2	2	-1	-24	1
hcDAF12 agonist	1.8	-2.1	0.0	-1.1	-4.7	-0.5
ADAM10 inh	-5	1	4	-6	-1	-9
PLC-beta3 inh	-5	-1	7	4	-28	-6
ADAM17 inh	-3	-6	-1	-3	-2	-6
ssDAF12 agonist	-1.0	-0.7	-0.8	-1.0	-2.3	-2.1
FXN GAA850 act	2.2	3.1	-0.3	.	-3.3	-1.3
DAX1 inh-1	-0.1	-0.3	0.0	.	-2.6	2.1
DAX1 inh-2	-1.7	1.6	0.0	0.6	-3.2	0.3

31. O=C(Nn1cnnc1)c1ccc(Cl)c([N+](=O)[O-])c1
32. CCCCOC(=O)CCn1c(=S)oc2ccccc21
33. COc1ccc(CN2CCN(C3CCOCC3)CC2CCO)c(C)c1C (configuration not stated)
34. CN1CCN(CCCNC(=O)c2ccc(/C=C3\Sc4ccccc4N(Cc4ccc(F)cc4)C3=O)cc2)CC1
35. CCOC(=O)C1NC(=O)CC1c1ccccc1 (configuration not stated)
36. COc1ccc(S(=O)(=O)N2CCC(NC(=O)N3CCOCC3)CC2)cc1
screen / no.	31	32	33	34	35	36
HGIII-sPLA2 inh	-5	4	0	-20	0	9
hgDAF12 agonist	-0.9	0.2	1.6	-1.1	0.7	-4.7
PLC-gamma1 inh	2	1	4	-134	11*	3
hcDAF12 agonist	-0.6	-2.0	1.4	-0.1	0.1	2.0
ADAM10 inh	-3	3	2	-1	-3	-11
PLC-beta3 inh	-6	-1	-1	-176	8	-2
ADAM17 inh	-1	3	0	-2	-1	0
ssDAF12 agonist	-1.2	-0.7	-1.5	-1.7	-1.0	0.0
FXN GAA850 act	2.0	-0.9	-0.2	-0.1	0.7	0.2
DAX1 inh-1	0.5	-0.7	-0.4	1.5	-0.8	0.8
DAX1 inh-2	-0.1	-0.6	1.1	-0.2	-0.3	1.2

37. CCCCC(=O)Nc1ccc2c(c1)nc(CCN1CCN(C)CC1)n2C
38. Cc1cc(Cl)ccc1OCC(O)CNCCc1ccc(S(N)(=O)=O)cc1 (configuration not stated)
39. O=C(COC(=O)CN1C(=O)C2CCCCC2C1=O)Nc1ccc(S(=O)(=O)N2CCOCC2)cc1 (configuration not stated)
40. CCOC(=O)c1cccc(NC(=O)CCc2nnc3ccc(N4CCN(C)CC4)nn23)c1
41. CCN(Cc1ccccc1)C(=O)CCCN1C(=O)COc2ccc(C)cc21
42. Cc1occc1C(=O)NC1CCCCCC1
43. CCOc1ccc(C(CC(=O)O)NC(=O)C2c3ccccc3Oc3ccccc32)cc1 (configuration not stated)
screen / no.	37	38	39	40	41	42	43
HGIII-sPLA2 inh	1	0	2	3	-3	7	-5
hgDAF12 agonist	-1.3	-0.9	0.8	-0.7	2.3	1.7	0.3
PLC-gamma1 inh	3	-6	-2	0	-1	-5	-1
hcDAF12 agonist	1.3	0.5	8.9*	0.5	-2.2	0.8	0.2
ADAM10 inh	-9	-1	-4	-4	-3	0	3
PLC-beta3 inh	-4	-7	-1	-9	-1	0	-1
ADAM17 inh	-2	-2	0	-5	0	-2	-3
ssDAF12 agonist	-1.4	-0.9	1.5*	-1.6	-1.8	-0.5	-0.3
FXN GAA850 act	-0.1	1.0	-0.1	0.8	.	0.1	0.1
DAX1 inh-1	-1.6	-0.8	0.7	-0.3	.	-0.2	0.3
DAX1 inh-2	0.2	-0.1	0.1	1.8	-1.6	1.0	-0.4

# Source: PubChem BioAssay (The Scripps Research Institute Molecular Screening Center)
